GCN5L2 inh = qHTS Assay for Inhibitors of GCN5L2; Histone acetyltransferase KAT2A (Homo sapiens), Q92830; GCN5L2 HAT assay, ThioGlo1 CoA-SH fluorescence; Potency, µM (doses to about 58.9 µM), without a hit: at the top dose activity change, negative = inhibition, most hits filed as inhibitors; 390,000 compounds, 0.21% hits; AID 504327, 2011
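Enzyme at 20nM final was mixed with library compounds for 15 min at room temperature. Peptide H3(1-25) at 75uM, acetyl-CoA at 70uM and ThioGlo1 at 50uM were then added. Plates were read immediately and after 20 min (Ex340nm/Em540nm).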
TDP1 inh = qHTS Assay for Inhibitors of Tyrosyl-DNA Phosphodiesterase (TDP1); Tyrosyl-DNA phosphodiesterase 1 (Homo sapiens), Q9NUW8; recombinant TDP1, AlphaScreen DNA substrate cleavage; Potency, µM (series often up to 130 µM), inactives show at the highest dose activity change, negative = inhibition, actives largely listed as inhibitors; 350,000 compounds, 0.28% hits; also: nearly all actives have a fitted effect of over 40% in size
Target sequence (Q9NUW8 whole entry, looked up): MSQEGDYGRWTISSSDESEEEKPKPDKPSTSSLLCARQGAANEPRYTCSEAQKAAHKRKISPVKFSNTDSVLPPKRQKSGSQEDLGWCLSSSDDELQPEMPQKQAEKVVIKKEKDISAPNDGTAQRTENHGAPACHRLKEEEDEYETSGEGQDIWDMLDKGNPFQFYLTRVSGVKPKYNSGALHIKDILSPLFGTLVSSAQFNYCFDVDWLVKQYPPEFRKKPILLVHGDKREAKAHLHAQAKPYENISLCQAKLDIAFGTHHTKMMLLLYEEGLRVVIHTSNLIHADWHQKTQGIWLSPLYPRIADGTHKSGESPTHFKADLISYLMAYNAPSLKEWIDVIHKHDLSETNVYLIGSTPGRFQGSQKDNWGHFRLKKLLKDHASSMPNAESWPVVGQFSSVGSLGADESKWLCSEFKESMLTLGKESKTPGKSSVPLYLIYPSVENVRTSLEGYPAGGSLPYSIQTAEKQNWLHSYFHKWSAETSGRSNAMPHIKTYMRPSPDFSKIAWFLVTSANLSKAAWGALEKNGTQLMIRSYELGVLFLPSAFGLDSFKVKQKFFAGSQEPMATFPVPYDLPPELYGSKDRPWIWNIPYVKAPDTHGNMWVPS
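Signal: AlphaScreen proximity between streptavidin donor and anti-FITC acceptor beads on intact substrate. Reaction: Tdp1 1 nM, substrate 15 nM final, 5 min RT after 15 min compound preincubation.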
TDP1 cell noCPT = qHTS for Inhibitors of human tyrosyl-DNA phosphodiesterase 1 (TDP1): qHTS in cells in absence of CPT | DT40 Tdp1-/- hTDP1 cells, no CPT, ATP luminescence, 48 h | Potency, µM (highest dose often 46.2 µM), inactives show at the highest dose activity change, negative = growth inhibition, hits mostly inhibitors | 420,000 compounds, 15% hits; also: nearly all actives have a fitted effect of over 55% in size
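Cells were dispensed at 400 per well, compounds added by pin tool, plates incubated ≥48 hr at 37 °C, then CellTiter-Glo added for 30 min at room temperature before luminescence reading. Line: DT40 Tdp1-/- complemented with hTDP1; camptothecin omitted.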
Starred values were filed as active, the others as inactive; ? = inconclusive; · = no result given; & = joins results of further samples; [ ] = another dose, or the depositor's remark. Calls follow the shape of the dose curve; as a rule, active = well fitted curve in the direction sought with a large enough effect; inconclusive = small, poorly fitted or top-dose-only effect, or another doubt; inactive = no such curve, though single readings can be large; an effect the other way counts as inactive or inconclusive. % is scaled to controls: 0 for no effect and ±100 for the full control effect; potency is read from the fitted curve at half-maximal effect. Some of the compounds tested (hit frequency here may not be typical).

Molecule | TDP1 inh | TDP1 cell noCPT | GCN5L2 inh
CC(Cc1ccccc1)NC(=O)C(c1ccc(N)cc1)c1ccc(N)cc1 (stereo not given) | · | ? | -11%
Cc1ccc(C2=NCC(=O)Nc3ccc(Br)cc32)cc1 | · | ? | -10%
C[C@]12CCC(=O)C[C@@H]1CC[C@@H]1[C@@H]2CC[C@@]2(C)[C@H]1CC[C@]2(C)O | 3% | -5% | 1%
COc1ccc(CC(C)NC2CCCCCC2)cc1 (stereo not given) | 6% | ? | 9%
CCCCn1c(O)c(C(C)=NCCN2CCCCC2)c(=O)[nH]c1=O | 7% | -2% | 3%
Fc1ccc(C[n+]2c(-c3ccccc3)cc(-c3ccccc3)cc2-c2ccccc2)cc1 | 1% | 0.58µM* | -3%
CC(C)(O)/C=C/C(=O)[C@](C)(O)C1[C@H](O)C[C@@]2(C)C3CC=C4C(C=C(O[C@@H]5O[C@H](CO)[C@@H](O)[C@H](O)[C@H]5O)C(=O)C4(C)C)[C@]3(C)C(=O)C[C@]12C (stereo not given in full) | 1% | ? | -2%
CCN1C[C@@]2(COC(=O)c3ccccc3N3C(=O)CC(C)C3=O)CC[C@H](OC)[C@]34C5C[C@@H]6[C@@H](OC)C[C@@](O)(C5[C@H]6OC)[C@@](O)(C13)[C@@H](OC)C24 (stereo not given in full) | -9%[56.1 µM] | 0% | -19%[0.501 µM]
O=C(COc1ccc(Cl)cc1Cl)N1CCN(C/C=C/c2ccccc2)CC1 | 8% | ? | -13%
O=C1NC(=O)C2(C(=O)N1)C(c1ccc(F)cc1)NC(=S)NC2c1ccc(F)cc1 (stereo not given) | 2% | 4% | -2%
CCCCC1(CN2CCCC2=O)C(=O)NC(=O)NC1=O | 0% | -4% | -1%
COc1cccc(C(=O)C2CCCN(Cc3ccc4nsnc4c3)C2)c1 (stereo not given) | · | ? | -7%
Cc1ccc(OCCOc2cccc(C=C3C(=O)NC(=O)NC3=O)c2)cc1 | · | 18µM* | 32%[activator]
CC(=O)N(C1=NCCCS1)c1ccc(Cl)cc1 | -1% | -11% | -8%
COc1cccc(CN2CCNCC2)c1OC | 10% | 3% | 3%
CCc1ccc(-c2nc(CSCC(=O)N3CCN(c4ccc(F)cc4)CC3)c(C)o2)cc1 | 3% | ? | -5%
CC(=O)c1ccc2c(c1)N(CCCN1CCN(CCO)CC1)c1ccccc1S2 | · | ? | -12%
CCOCCN1CCC(OC(C)=O)C(C)C1 (stereo not given) | 2% | 0% | 1%
CCC[N+]12CCC(CC1)C(=C(c1ccccc1)c1ccccc1)C2 | 5% | 21µM* | -2%
Cc1ccc2c(c1)C1CN(C)CCC1N2C(=O)Cn1cnc2c1c(=O)n(C)c(=O)n2C (stereo not given) | 1% | -35% | -3%

Next part:
Molecule | TDP1 inh | TDP1 cell noCPT | GCN5L2 inh
Cc1nc(-c2nc(-c3c(C(=O)NNC(=O)c4ccc(Cl)cc4)noc3C)cs2)cs1 | · | ? | -11%
O=C(N/N=C/c1c(O)n(Cc2ccccc2)c(=O)[nH]c1=O)c1ccncc1 | 9% | -5% | -18%
COc1ccc(NC(=O)N2CC[C@@]3(CCCN(C(=O)Oc4ccccc4)C3)C2)cc1 | · | -2% | 8%
Cc1ccc(/C=C2/C(=O)NC(=O)N(Cc3ccc(F)cc3)C2=O)o1 | 0% | · | -13%
O=C1C=CC(=O)c2c(O)cccc21 | -6% | ? | 0.63µM*
Cc1cc(OCC(=O)NCC2CCC(C(=O)O)CC2)c2c3c(c(=O)oc2c1)CCC3 (stereo not given) | · | -5% | -6%
O=C(c1cc2nc(-c3ccccc3)cc(-c3ccccc3)n2n1)N1CCC2(CC1)OCCO2 | 1% | 23µM* | -6%
CCCCn1c(O)c(C(CC)=Nc2ccc(OCC)cc2)c(=O)[nH]c1=O | 1% | 21µM* | -2%
Clc1ccc(C(Cl)(Cl)Cl)c(Cl)c1 | -5%&18% | ? | 1%
C#C[C@]1(O)[C@H](O)CC2C3CC[C@H]4C[C@@H](O)CC[C@]4(C)C3CC[C@@]21C (stereo not given in full) | 0% | · | -4%
Cc1cccc2c1N(N=O)CCC2 | 3% | 0% | -5%
CC(C)c1ccc(OCC(=O)N2CCN(CCc3ccccn3)CC2)cc1 | 7% | ? | -7%
Nc1nonc1C(=O)N/N=C/c1ccc([N+](=O)[O-])o1 | -2% | 9.2µM* | -8%
COc1ccc(/C=N/N=C(/N)N[N+](=O)[O-])c(OC)c1 | 5% | ? | -10%
O=[N+]([O-])c1ccc2nc(N3CCNCC3)ccc2c1 | 12%[56.1 µM] | 21µM* | -13%
O=c1[nH]c(=S)[nH]c(O)c1N=Nc1cc(S(=O)(=O)Nc2ccc(Cl)cc2)ccc1Cl | -8% | -4% | -29%
COc1ccccc1C1SCC(=O)Nc2c1c(C)nn2-c1cccc(C)c1 (stereo not given) | 6% | ? | -5%
CC(=O)OC1N=C(c2ccccc2Cl)c2cc(Br)ccc2N(C)C1=O (stereo not given) | · | ? | -4%
Nc1nc(SCCC(F)=C(F)F)n[nH]1 | 5% | -2% | 0%
COc1ccc(C(=O)C2CCCN(Cc3cccc(C)n3)C2)c(OC)c1 (stereo not given) | 6% | 21µM* | 2%

Additional results follow:
Molecule | TDP1 inh | TDP1 cell noCPT | GCN5L2 inh
CN1CC[C@@]2(CCCN(C(=O)c3ccco3)C2)C1 | · | 2% | 5%
COc1cccc(-c2sc3ccccc3c2-c2ccc(OCCN3CCOCC3)cc2)c1 | 6% | ? | -8%
Cc1ccc(C(=O)c2cn(CC(=O)Nc3ccc(C(C)C)cc3)c3nc(C)ccc3c2=O)cc1 | 4% | 6.5µM* | -2%
CCCCCn1c(=O)c(C(=O)NCCc2ccccc2)c(O)c2ccccc21 | · | ? | -7%
COCCOC(=O)C1=C(N)Oc2c(c(=O)oc3ccccc23)C1c1ccncc1 (stereo not given) | 0% | -13% | -1%
CCOC(=O)[C@@]1(C#N)C(c2ccc(Cl)c(Cl)c2)[C@H](C(N)=O)N2C=C(C(C)=O)C=C[C@H]21 (stereo not given in full) | 8% | ? | -14%
CCN(c1ccc(C(O)(C(=O)OC)C(F)(F)F)cc1)S(=O)(=O)c1ccccc1 (stereo not given) | 2% | ? | -3%
CCCCCP(=O)(O)c1ccccc1 | 4% | -3% | 1%
O=C(Cn1nc(-c2ccccc2)ccc1=O)N1CCC2(CC1)OCCO2 | 7% | 10% | -2%
COc1ccc(OC)c(CN2CCCC(C(=O)c3sccc3C)C2)c1 (stereo not given) | · | ? | -2%
O=[N+]([O-])c1ccc(N2CCNCC2)cc1NC1CC1 | 3% | · | -26%
Nc1ccccc1C(=O)OCCOc1ccccc1 | -5% | -26% | -7%
CC(C)n1nnnc1CN1CCN(C)CC1 | -2% | -8% | -4%
Cc1cccc(C)c1NC1=NCCCS1 | 9%[56.1 µM] | ? | 3%
COP(=O)(CC(=O)O)c1ccccc1 (stereo not given) | -3% | -9% | 0%
CC(=O)N1c2ccc(S(=O)(=O)NCC3CCC(C(=O)Nc4cc(C)cc(C)c4)CC3)cc2CC1C (stereo not given) | 5% | 16µM* | -1%
Cc1cc(OC(=O)c2ccco2)c2c3c(c(=O)oc2c1)CCCC3 | 3% | 10µM* | -8%
Clc1cccc(CNCCc2ccc3c(c2)OCO3)c1 | · | ? | 12%
COc1ccc(C)cc1N(CC(=O)N1CCC(C)CC1)S(=O)(=O)c1ccc(C)cc1 | -2%[12.3 µM] | 13µM* | -5%
O=C(Cc1ccccc1)OCC(=O)c1ccc(F)cc1 | -6% | 3% | 0%

Part of the list above, with two lines to a compound:
The line under a structure holds: TDP1 inh	TDP1 cell noCPT	GCN5L2 inh
CC(=O)N1c2ccc(S(=O)(=O)NCC3CCC(C(=O)Nc4cc(C)cc(C)c4)CC3)cc2CC1C (stereo not given)
→ 5%	16µM*	-1%
O=C(Cc1ccccc1)OCC(=O)c1ccc(F)cc1
→ -6%	3%	0%
CCCCCP(=O)(O)c1ccccc1
→ 4%	-3%	1%
COc1ccc(OC)c(CN2CCCC(C(=O)c3sccc3C)C2)c1 (stereo not given)
→ ·	?	-2%
CN1CC[C@@]2(CCCN(C(=O)c3ccco3)C2)C1
→ ·	2%	5%

The list goes on:
Molecule | TDP1 inh | TDP1 cell noCPT | GCN5L2 inh
COP(=O)(/C=C(\Cl)c1ccccc1)/C=C(\Cl)c1ccccc1 | · | -24% | -5%
COC(=O)C1=C(c2ccc(F)cc2OCc2ccccc2)C[C@@H]2CC[C@H]1N2C(=O)NC1CC1 | 1% | ? | -5%
CCOP(=O)(OCC)C(NC(=O)c1cccc([N+](=O)[O-])c1)C(Cl)(Cl)Cl (stereo not given) | · | -1% | -24%
O=C1NC(=S)NC(=O)C1C1CCCCC1 | · | 0% | -1%
COC(=O)C1=C(c2cccc(C#N)c2)C[C@@H]2CC[C@H]1N2C(=O)NC1CCCCC1 | -2% | ? | -2%
Clc1ccccc1CN1CCN(c2ccccc2Cl)CC1 | -10% | 2% | -4%
COP(=S)(OC)Oc1nc(Cl)c(Cl)cc1Cl | 21% | · | 20µM*
CCOc1ccc2nc(N3CCC(C(=O)N4CCC5(CC4)OCCO5)CC3)sc2c1 | 0% | ? | 0%
CNC(=O)Oc1ccc(C(=O)N2c3ccccc3NC(=O)C2C)cc1 (stereo not given) | · | 3% | -4%
CCOC(=O)c1c(N)n(CCCOC(=O)c2ccco2)c2nc3ccccc3nc12 | 5% | 13µM* | -9%
COc1cc([C@H]2OC[C@H]3[C@@H]2CO[C@@H]3c2cc(OC)c(O[C@@H]3O[C@H](CO)[C@@H](O)[C@H](O)[C@H]3O)c(OC)c2)cc(OC)c1O[C@H]1O[C@@H](CO)[C@H](O)[C@@H](O)[C@@H]1O | -4% | 14% | 2%
O=C(Nc1ccc(Br)cc1C(=O)c1ccccc1)c1ccccc1 | 1%[12.3 µM] | ? | 2%
c1ccc(Nc2cccc3ccccc23)cc1 | 4%&2% | ? | -7%
O=C(OC1CC2CCC(N2)C1C(=O)O)c1ccccc1 (stereo not given) | 0% | 2% | 1%
O=C1OC(c2ccc(O)c(S(=O)(=O)O)c2)(c2ccc(O)c(S(=O)(=O)O)c2)c2c(Br)c(Br)c(Br)c(Br)c21 | -9% | 6% | 28µM*
COc1ccc(C(=O)C2CCCN(CCO)C2)c(C)c1 (stereo not given) | 1% | ? | -10%
CCOc1cc(C=O)ccc1O | 2%&7% | -2%&-5% | -7%
COc1ccccc1-n1c(O)c(C=NCc2ccc3c(c2)OCO3)c(=O)[nH]c1=O | 4% | -4% | 1%
C=Cn1ccnc1P(=S)(c1nccn1C=C)c1nccn1C=C | · | -6% | -5%
CCCOP(=O)(O)c1c([N+](=O)[O-])cc(C(F)(F)F)cc1[N+](=O)[O-] (tested in a mixture with another compound) | 4% | -3% | -2%

The final 5 entries of the section before lead into the next:
Molecule | TDP1 inh | TDP1 cell noCPT | GCN5L2 inh
COc1ccc(C(=O)C2CCCN(CCO)C2)c(C)c1 (stereo not given) | 1% | ? | -10%
CCOc1cc(C=O)ccc1O | 2%&7% | -2%&-5% | -7%
COc1ccccc1-n1c(O)c(C=NCc2ccc3c(c2)OCO3)c(=O)[nH]c1=O | 4% | -4% | 1%
C=Cn1ccnc1P(=S)(c1nccn1C=C)c1nccn1C=C | · | -6% | -5%
CCCOP(=O)(O)c1c([N+](=O)[O-])cc(C(F)(F)F)cc1[N+](=O)[O-] (tested in a mixture with another compound) | 4% | -3% | -2%
O=c1[nH]c(O)c(C=NCCc2ccccc2)c(=O)[nH]1 | · | 0% | -3%
CCCCn1c(O)c(C(=O)/C=C/c2c[nH]c3ccccc23)c(=O)[nH]c1=O | · | ? | -2%
C=C(C)[C@@]12OC3(c4ccccc4)O[C@@H]1[C@@H]1[C@@H]4O[C@]4(CO)[C@@H](O)[C@]4(O)C(=O)C(C)=C[C@H]4[C@@]1(O3)[C@H](C)[C@H]2OC(=O)/C=C/C=C/c1ccccc1 | 15% | · | 21%
CCOC(=O)C(NC(=O)CCl)(Nc1ccc(C(O)(C(=O)OCC)C(F)(F)F)cc1)C(F)(F)F (stereo not given) | 5% | ? | -8%
Cc1ccc(-c2nn(Cc3ccccc3)cc2C=O)cc1C | -8% | 16µM* | 0%
CN1C2CCC1CC(OC(=O)c1ccc([N+](=O)[O-])cc1)C2 (stereo not given) | 0% | -12% | -8%
COC(=O)C1=C(c2cccc(OCc3ccccc3)c2)C[C@@H]2CC[C@H]1N2C(=O)NCCc1ccc(F)cc1 | 1% | 16µM* | -17%
CSc1nc(N)c(N=Nc2ccc([As](=O)(O)O)cc2)c(=O)[nH]1 | -3% | ? | -9%
